# Bioassay records: PubChem BioAssay, several laboratories
# IDE cell inh = cellular human IDE inhibition; 0.41% of 320,000 active; inhibition, % at 5.59 µM; AID 434962; P14735; HEK cells, FAbetaB cleavage, fluorescence polarization;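 active means percent inhibition above the average of all tested compounds plus 3 SD, set per screening campaign, cut at about 16% in these data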;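 further: IDE supplied by intact live HEK cells; FP after avidin binding of uncleaved biotin substrate so inhibition keeps polarization high; 0% = DMSO wells and 100% = 60 µM reference IDE inhibitor Ii1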
# PfM18AAP inh = PfM18AAP enzyme inhibition. recombinant PfM18AAP, H-Glu-NHMec fluorogenic cleavage. inhibition, % at 7.35 µM. 1.2% of 290,000 active. AID 1822;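 active means inhibition above the campaign mean inhibition over all tested compounds plus 3 SD, cut at about 28% in these data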;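 further: 0% = plate median of test compound wells and 100% = 2 mM ZnCl2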
# IDE cell activ = activators of human insulin-degrading enzyme in cells. P14735. activation, % at 5.96 µM. 0.073% of 340,000 active. HEK cells, FAbeta-B cleavage, fluorescence polarization; 0% vehicle, 100% cell-free pure enzyme wells;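 active means activation above the mean of all tested compounds plus 3 SD, set per screening campaign, cut at about 17% in these data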
# FID counter = fluorescent intercalator displacement, NS3 helicase counter-screen; DNA fluorescent intercalator displacement, fluorescence; inhibition, % at 7.9 µM; 0.17% of 290,000 active; AID 1845; in the data active means inhibition above about 37%;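 further: 0% = vehicle and 100% = reference compound; higher means more ethidium bromide displaced from hairpin DNA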
# SUMO HTRF inh = inhibitors of human SUMOylation (UBC9); 0.36% of 290,000 active; inhibition, % at 35 µM; HTRF SUMOylation assay, SAE1/SAE2 + UBC9, in vitro; in the data active means inhibition above about 50%, passing the limit was not always enough; further: strong numbers were not always called active
# Target sequence (P63279 whole entry, looked up): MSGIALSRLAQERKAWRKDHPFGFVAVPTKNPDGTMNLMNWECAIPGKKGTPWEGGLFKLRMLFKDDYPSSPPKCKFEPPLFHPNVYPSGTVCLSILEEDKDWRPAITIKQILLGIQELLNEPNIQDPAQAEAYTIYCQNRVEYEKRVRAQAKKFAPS
# pCIP destab = compounds decreasing mouse p/CIP protein stability; F442A p/CIP-EGFP cells, EGFP fluorescence, 16 h; decrease of EGFP signal, % at 10 µM; 0.01% of 290,000 active; AID 1984;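 active means EGFP signal decrease of at least 30% at 10 µM or well 3 SD below plate mean, unless failing retest; inactive means the rest, including hits failing retest or dose response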; further: some compounds called inactive have numbers as strong as hits; many of its hits are not listed in these tables
# VIM-2 inh = blocks Pseudomonas aeruginosa VIM-2 metallo-beta-lactamase | purified VIM-2, nitrocefin hydrolysis, epi-absorbance fluorescence | inhibition, % at 5.6 µM | 0.89% of 290,000 active | AID 1527;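 active means inhibition above the mean of all tested compounds plus 3 SD, cutoff set per screening run, cut at about 7.5% in these data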;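 further: red hydrolysis product quenches plate fluorescence so inhibitors raise well fluorescence; 0% = enzyme with DMSO and 100% = DMSO without enzyme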
# NS3 helicase inh = inhibitors of Hepatitis C virus NS3 helicase | 0.56% of 290,000 active | inhibition, % at 10.9 µM | NS3 helicase DNA unwinding, Cy5 molecular beacon fluorescence;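 active means inhibition above the mean of all tested compounds plus 3 SD, set per campaign, cut at about 35% in these data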;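 further: 0% = DMSO wells and 100% = thioflavine S control wells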
#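 assay system = NS3 helicase fragment of HCV | buffer or medium = MOPS pH 6.5, MgCl2, DTT, Tween20, BSA | timing = 60 min unwinding reaction at 25 °C after ATP addition | signal = Cy5 beacon fluorescence read at start and 1 h | read-out basis = % inhibition of unwinding | control set = low DMSO, high thioflavine S at 110 µM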
# IMP-1 inh = blocks Pseudomonas aeruginosa IMP-1 metallo-beta-lactamase | purified IMP-1, nitrocefin hydrolysis, epi-absorbance fluorescence | inhibition, % at 5.6 µM | 0.45% of 290,000 active;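 active means inhibition above the mean plus 3 SD of all compounds in the same screening run, cut at about 4.5% in these data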;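 further: 0% = IMP-1 with DMSO and 100% = DMSO wells lacking enzyme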
#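 assay system = purified recombinant IMP-1 metallo-beta-lactamase enzyme | schedule = 15 min preincubation plus 25 min reaction at 25 °C | signal = Epi-absorbance fluorescence, 480 nm excitation, 530 nm emission | read-out basis = percent inhibition from optical density relative to buffer-blank wells | controls = IMP-1 with DMSO as 0%, enzyme-free DMSO as 100%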
# * = called active by the depositor; · = no result given. This is a random part of the collection, and some 3.6% of all compounds hit somewhere here.
[1] O=S(=O)(Cc1ccccc1)Nc1ccc(S(=O)(=O)N2CCCC2)cc1
[2] Cc1ccc(OCC(=O)N2CCCC(CO)(CCOc3ccccc3)C2)cc1 (stereo not given)
[3] COc1ccccc1CNC(=O)C1CC(c2ccccc2C(F)(F)F)=NO1 (stereo not given)
[4] CC(=O)NC(CCS(C)(=O)=O)C(=O)Nc1ccc(Oc2ccccc2)cc1 (stereo not given)
[5] CCCCCOc1ccccc1C(=O)NCC(=O)O
[6] O=C(Nc1cccc([N+](=O)[O-])c1)c1ccncc1

screen / no.	1	2	3	4	5	6
IDE cell inh	-3	-2	3	4	-1	-7
PfM18AAP inh	-2	-10	·	5	11	-7
IDE cell activ	5	9	3	2	8	2
FID counter	-10	-40	·	3	-14	0
SUMO HTRF inh	19	4	9	-14	15	9
pCIP destab	0	0	-8	3	-16	-9
VIM-2 inh	-1.2	-3.2	·	0.2	-2.0	-0.9
NS3 helicase inh	16	-9	·	-1	11	2
IMP-1 inh	-3.8	1.4	·	-3.6	-2.3	-2.6

[7] O=C(Nc1cscc1S(=O)(=O)c1ccc(Cl)cc1)c1ccccc1Cl
[8] COc1ccc(C(=O)N(CCc2ccccc2)Cc2cccs2)c(OC)c1
[9] COc1ccc(OCCN(C)Cc2ccccc2)cc1
[10] C=CCc1ccc(OCCOCCOc2cccc3ccc(C)nc23)c(OC)c1
[11] O=C(COC(=O)c1nc(Cl)ccc1Cl)Nc1ccc2c(c1)OCO2
[12] O=C(O)CCN1C(=O)c2ccncc2C1=O

screen / no.	7	8	9	10	11	12
IDE cell inh	3	0	-4	-2	1	1
PfM18AAP inh	-3	5	1	22	4	-1
IDE cell activ	·	7	0	5	2	7
FID counter	-14	-43	7	-16	4	1
SUMO HTRF inh	24	-1	6	-16	2	27
pCIP destab	-14	-5	-1	12	-12	-20
VIM-2 inh	-0.6	-2.4	-4.5	-3.0	-1.4	-2.6
NS3 helicase inh	-6	-16	-1	-8	-11	-2
IMP-1 inh	-0.4	-3.4	-6.9	-4.0	-2.1	-3.8

[13] CCC(C)c1ccccc1NC(=O)COC(=O)c1ccc2c(c1)S(=O)(=O)c1ccccc1C2=O (stereo not given)
[14] COc1ccc(CC(=O)N/N=C/c2cccnc2)cc1OC
[15] CC(C)CNC(=O)c1cccc(Cn2cc(Cl)cn2)c1
[16] CCN(CC(=O)Nc1c(F)cccc1F)C(=O)CCc1nc2cc(S(=O)(=O)N(C)C)ccc2n1CC
[17] CCOc1ccc(C(=O)COC(=O)c2ccc(-n3cnnn3)cc2)cc1
[18] Cc1ccc(NS(=O)(=O)c2ccc(NC(=O)[C@@H]3CCCC[C@@H]3C(=O)O)cc2)c(C)c1

screen / no.	13	14	15	16	17	18
IDE cell inh	-4	3	-5	-2	5	10
PfM18AAP inh	0	2	5	-11	8	-4
IDE cell activ	5	6	3	-2	-1	-13
FID counter	3	-9	-9	-33	-15	-31
SUMO HTRF inh	-16	6	1	11	-6	2
pCIP destab	2	-14	-5	5	1	4
VIM-2 inh	-1.7	-1.3	-4.7	-1.8	-1.1	1.2
NS3 helicase inh	1	-2	2	4	-13	6
IMP-1 inh	-3.3	-1.9	-3.1	-1.1	-2.9	-0.1

[19] CN1c2ccccc2C(C)(C)C12C=Cc1cc(O)ccc1O2 (stereo not given)
[20] CCc1ccc(CN2CCC(n3nccc3NC(=O)C3CCCC3)CC2)cc1
[21] CC(=O)NS(=O)(=O)c1ccc(NC(=O)CCc2ccccc2)cc1
[22] Cc1c(C(C)(C)C)c(C=S)n2ccccc12
[23] CCOc1cc(/C=N/Nc2nc3ccccc3[nH]2)cc(Br)c1OCC(=O)N(C)C
[24] CC1CC(C)CN(S(=O)(=O)N2CCCC(C(=O)NC3CCCCC3C)C2)C1 (stereo not given)

screen / no.	19	20	21	22	23	24
IDE cell inh	-3	1	4	-3	3	1
PfM18AAP inh	30*	-3	2	0	-3	-3
IDE cell activ	2	1	2	2	1	4
FID counter	0	10	7	1	-2	-39
SUMO HTRF inh	1	-1	0	13	11	·
pCIP destab	-17	7	-1	1	-2	-14
VIM-2 inh	0.8	1.5	-3.7	-0.6	-5.6	-0.8
NS3 helicase inh	23	-39	1	9	4	9
IMP-1 inh	-0.6	-3.5	0.5	1.2	-3.6	-0.5

[25] COc1ccc(NC(=O)C2C(=O)N(CCO)C3(C)CC2c2ccccc2O3)cc1 (stereo not given)
[26] Cc1ccc2c(CN(C)Cc3ccccc3)cc(=O)oc2c1C
[27] CCCCC(=O)Nc1nnc(S(=O)(=O)N(CC)c2ccccc2)s1
[28] Cc1oc2c(C)c3oc(=O)c(CC(=O)N[C@@H](CCCNC(N)=O)C(=O)O)c(C)c3cc2c1C
[29] Cc1noc(C)c1S(=O)(=O)Nc1ccc(C(=O)N2CCN(c3ccc(F)cc3)CC2)cc1
[30] CCN1CCN(CCCNC(=O)CCC(=O)N2CCOc3ccccc32)CC1

screen / no.	25	26	27	28	29	30
IDE cell inh	11	5	-2	·	4	0
PfM18AAP inh	-8	7	-4	6	-10	0
IDE cell activ	0	-3	1	-5	2	6
FID counter	-21	-27	-13	-36	-9	-1
SUMO HTRF inh	25	-12	22	44	-2	1
pCIP destab	-9	-6	-6	-1	6	-8
VIM-2 inh	-0.6	-2.2	0.2	-0.9	-0.1	-3.4
NS3 helicase inh	-2	2	0	14	4	0
IMP-1 inh	-2.4	-2.0	-1.6	-4.2	-3.0	-3.9

[31] CC(C)Cc1ccc(C(=O)NCc2ccc3c(c2)OCO3)o1
[32] COC(=O)C1=C(C)N(CCc2c[nH]c3ccccc23)C(=O)/C1=C\N(C)C
[33] COc1ccc(-c2cc(C(F)(F)F)nc(N3CCN(C)CC3)n2)cc1OC
[34] O=S(=O)(Nc1ccc2c(c1)OCCO2)c1ccc(F)c(F)c1
[35] COc1ccc(-c2ccc(SCC(=O)c3ccccc3)nn2)cc1OC
[36] CCOC(=O)c1cnc(SCc2cccc(C)c2)nc1N

screen / no.	31	32	33	34	35	36
IDE cell inh	·	6	-3	3	-4	-1
PfM18AAP inh	8	-8	-25	4	-4	-12
IDE cell activ	3	-2	7	2	1	1
FID counter	-24	-12	26	-7	-24	-2
SUMO HTRF inh	5	5	17	-1	8	12
pCIP destab	-9	-5	22	-3	-16	0
VIM-2 inh	-4.7	0.2	18*	-6.1	-1.1	1.1
NS3 helicase inh	13	14	-18	-6	-7	-4
IMP-1 inh	-2.3	-3.2	0.0	-2.8	-1.2	-0.1

[37] CCN(CC)S(=O)(=O)N1CCC(C(=O)NCc2ccco2)CC1
[38] O=C(O)C1CSC(c2ccncc2)N1 (stereo not given)
[39] CCCCN(CCCC)C(=O)CSc1nnc2n(C)c(=O)c3c4c(sc3n12)CCCC4
[40] O=C1c2ccccc2C(=O)c2c1ccc(C(=O)N1CCCCC1)c2NCCO
[41] Cc1cc(C)cc(OCCNC(=O)C(C)N2C(=O)c3ccccc3C2=O)c1 (stereo not given)
[42] Cc1nn(C)c(C)c1S(=O)(=O)N(CC(=O)NCc1ccco1)c1ccc(C(C)C)cc1

screen / no.	37	38	39	40	41	42
IDE cell inh	6	-8	·	-2	0	-3
PfM18AAP inh	-6	-24	-9	-3	-1	5
IDE cell activ	0	5	-7	9	-1	·
FID counter	-3	0	-2	3	-19	-20
SUMO HTRF inh	12	3	22	-12	7	12
pCIP destab	9	1	-12	-15	-4	-4
VIM-2 inh	-0.6	0.0	-4.3	-1.2	-2.2	-4.8
NS3 helicase inh	4	2	-8	-2	11	15
IMP-1 inh	-1.7	-1.0	-7.8	-2.8	-1.1	-2.1

[43] CCOC(=O)C1CCCN(C(=O)Cn2nc(C)n3c(cc4c(OC)cccc43)c2=O)C1 (stereo not given)
[44] COc1ccc(-c2[nH]ncc2CN2CCCC2c2nonc2C)c(F)c1 (stereo not given)
[45] COc1ccc(/C=N\NC(=O)c2ccc([N+](=O)[O-])cc2)cc1COc1c(F)c(F)cc(F)c1F
[46] Cc1noc(C)c1C(=O)NCc1ccccc1Br
[47] N=c1n(CCN2CCCCC2)c2ccccc2n1CC(O)c1cccc(Br)c1 (stereo not given)
[48] CCCNC(=O)c1ccc2c(=O)c(O)c(C)[nH]c2c1
[49] O=C(Cc1ccc([N+](=O)[O-])cc1)Nc1ccc(Br)cn1
[50] CC(=O)Nc1ccc(C(=O)N/N=C/c2ccc(F)cc2)cc1
[51] CCN1CCN(c2nc3sc4c(c3c3ncnn23)CC(C)CC4)CC1 (stereo not given)

screen / no.	43	44	45	46	47	48	49	50	51
IDE cell inh	4	-4	·	6	-1	-4	6	-1	-1
PfM18AAP inh	0	7	3	-2	4	·	-6	-1	1
IDE cell activ	7	-3	3	-1	-2	3	-2	-5	2
FID counter	-34	-12	-3	-4	25	·	6	-12	3
SUMO HTRF inh	17	-6	5	22	11	26	4	27	12
pCIP destab	5	7	-22	-11	-6	-6	2	5	-2
VIM-2 inh	-0.8	-2.5	-4.7	-1.3	-0.3	·	-0.8	-3.2	4.7
NS3 helicase inh	0	-4	-3	-12	-14	·	-6	9	-3
IMP-1 inh	-1.4	-2.7	-1.2	-1.4	-0.5	·	-2.4	-1.4	-0.9
